esBAF inh – SWI/SNF esBAF complex inhibition; mouse ES cells, Bmi1-luciferase knock-in reporter, 24 h; 100% = twice the neutral-well signal; reporter increase, % at 12.5 µM; 350,000 compounds, 2% hits; AID 602393; in the data active = activation above about 40%;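 note: 0% = median of the plate's neutral control wells and 100% = double that signal; a rise in the Bmi1 reporter signal indicates esBAF inhibition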
Cneo AK release – Cryptococcus neoformans lysis via adenylate kinase release | C. neoformans lysis, adenylate kinase release luminescence, 4 h; normalised: neutral wells 0, clomiphene wells 100 | lysis activity, % at 15 µM | 360,000 compounds, 0.2% hits | AID 651654;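 active = mean lysis activity across replicates of at least 80%, whatever share of replicates individually reach that level; inactive = mean lysis activity below 80%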
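Material – Cryptococcus neoformans yeast cells · Quantity – 5 × 10^6 yeast cells/mL · Buffer or medium – YPD medium · Compound – single dose · Timing – 4 h static compound exposure, 37 °C, read 1 h post-reagent · Signal – adenylate kinase release luminescence · Read-out basis – lysis from increased AK signal · Benchmarks – Clomiphene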
SIRT5 block – sirtuin-5 (human) deacylase inhibition | 330,000 compounds, 1.1% hits | inhibition, % at 15 µM | Purified SirT5, succinyl-peptide AMC, trypsin-coupled fluorescence; in the data active = inhibition above about 15%
Target sequence (Q9NXA8 whole entry, looked up): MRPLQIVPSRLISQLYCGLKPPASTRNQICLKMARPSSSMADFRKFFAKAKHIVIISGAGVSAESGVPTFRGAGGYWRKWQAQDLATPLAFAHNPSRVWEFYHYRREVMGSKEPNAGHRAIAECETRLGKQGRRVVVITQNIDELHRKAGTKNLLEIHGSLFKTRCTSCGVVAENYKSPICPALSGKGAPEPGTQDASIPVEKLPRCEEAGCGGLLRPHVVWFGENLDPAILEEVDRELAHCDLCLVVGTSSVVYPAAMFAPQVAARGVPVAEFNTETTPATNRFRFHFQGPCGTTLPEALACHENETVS
miR-122 sensor – blocks miR-122 activity in Huh7 sensor cells | Huh7 miR-122 Renilla luciferase sensor, 48 h; neutral wells = 0, positive control = 100 | activation (reporter increase), % at 12.5 µM | 340,000 compounds, 0.3% hits;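 active = mean replicate activation score at least 90 and every replicate individually at or above 90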;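 note: higher luciferase means less miR-122 activity so hits act as miR-122 inhibitors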
ARNT-TACC3 inh – ARNT/TACC3 interaction disruption. Q9Y6A5. AlphaScreen His-ARNT PAS-B/GST-TACC3 binding, luminescence; TACC3 fragment carries E629A point mutation. inhibition, % at 9.99 µM. 390,000 compounds, 0.66% hits. AID 623870;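 active = mean inhibition of replicates at least 50% and at least half of replicates each reaching 50%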;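 note: 0% = complete ARNT plus TACC3 wells and 100% = ARNT alone without TACC3; many hits fall short of the cut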
ERp5 inh – inhibitors of human ERp5. ERp5 insulin aggregation, absorbance 650 nm, 90 min. inhibition, % at 9.99 µM. 350,000 compounds, 0.05% hits. AID 651711;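 active = mean replicate inhibition above about 25%, with every replicate also reaching it, limit read from the data, passing the limit was not always enough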
Target sequence (Q15084 whole entry, looked up): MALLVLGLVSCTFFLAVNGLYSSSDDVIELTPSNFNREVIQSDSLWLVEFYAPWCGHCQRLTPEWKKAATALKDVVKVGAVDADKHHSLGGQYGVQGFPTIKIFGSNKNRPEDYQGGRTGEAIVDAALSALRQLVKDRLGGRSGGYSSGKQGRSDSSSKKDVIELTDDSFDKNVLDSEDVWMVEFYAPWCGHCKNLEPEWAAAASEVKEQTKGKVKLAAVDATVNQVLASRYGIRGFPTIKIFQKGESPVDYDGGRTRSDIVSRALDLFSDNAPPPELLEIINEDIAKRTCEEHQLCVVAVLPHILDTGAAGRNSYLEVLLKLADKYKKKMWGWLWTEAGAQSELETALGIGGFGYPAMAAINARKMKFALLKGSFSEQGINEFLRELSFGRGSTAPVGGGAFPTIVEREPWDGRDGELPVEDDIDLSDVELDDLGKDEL
Statin myotox sup – suppression of simvastatin myotoxicity. C2C12 myotubes + simvastatin, ATP luminescence, 48 h; scaled: DMSO 0, geranylgeraniol control 100. rescue of ATP level, % at 7.49 µM. 330,000 compounds, 0.78% hits. AID 602340;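 active = mean ATP rescue above about 67%, or every replicate alone reaching that limit, limit read from the data, passing the limit was not always enough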;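 note: myotubes were challenged with 10 µM simvastatin during compound exposure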
An asterisk follows results filed as active; nt = not tested or not shown; [ ] = dose if it differs, or a comment.

SMILES	esBAF inh	Cneo AK release	SIRT5 block	miR-122 sensor	ARNT-TACC3 inh	ERp5 inh	Statin myotox sup
COc1ccc(OC)c(S(=O)(=O)Nc2ccccc2C(=O)O)c1	-3	0	nt	-4	-3	nt	-3
Cc1ccc(OCC(=O)Nc2cc(NC(=O)COc3ccc(C)cc3)cc(C(=O)O)c2)cc1	-7	-1	7	-4	-8	0	7
CC(C)(C)C(=O)C(Cc1ccccc1Cl)n1cncn1 (configuration not stated)	-8	-1	nt	3	-23	nt	-2
O=C(c1ccc(-c2ccc(Cl)cc2)o1)N1CCN(S(=O)(=O)c2cccs2)CC1	12	0	-1	-1	-4	1	3
CN(C)C(=O)c1cccc(-c2ccc3c(c2)[C@@H]2[C@@H](CCN2C(=O)c2ccccc2)[C@H](CO)N3C)c1	5	44	8	23[16.7 µM]	11	0	23
C[C@H](CO)N1C[C@H](C)[C@H](CN(C)Cc2ccc(C(=O)O)cc2)Oc2ccc(NC(=O)Nc3ccc(C(F)(F)F)cc3)cc2C1=O	0	0	-2	-3[16.7 µM]	-1	6	9
COc1ccc([N+](=O)[O-])cc1NC(=S)NC(NC(C)=O)C(Cl)(Cl)Cl (configuration not stated)	-12	3	1	2	3	-3	5
CCOc1ccc(CCNC(=O)c2cccnc2N2CCCC2)cc1OCC	-6	-2	-4	nt	6	2	17
O=C(O)CCNS(=O)(=O)c1ccccc1C(F)(F)F	nt	nt	-2	nt	-6	7	nt
CCc1ccccc1-n1c(-c2ccncc2)n[nH]c1=S	-8	nt	-1	-2	1	-3	6
O=C(Nc1nnc(CCc2ccccc2)s1)c1cccs1	46*	3	nt	1	-7	nt	18
C[C@H](CO)N1C[C@H](C)[C@H](CN(C)C(=O)Cc2ccccc2)Oc2ncc(-c3ccccc3)cc2C1=O	-8	-5	-5	1[16.7 µM]	3	7	31
Cc1sc2c(c1C)c(=O)n(-c1ccc(F)cc1)c(=O)n2CC(=O)NCc1ccco1	-7	-1	nt	-1	3	nt	2
Oc1ccc(-c2nnc(Nc3ccccc3)c3ccccc23)cc1	-2	4	-3	1	-8	2	-5
Cn1nc(-c2ccccc2)cc1NC(=O)CCCC(=O)O	nt	nt	-6	nt	-9	6	nt
O=C(COC(=O)C1CCN(S(=O)(=O)c2cccc3cccnc23)CC1)c1ccccc1	-3	0	-5	-4	5	-1	-6
O=C(CCN1C(=O)c2cccc3cccc(c23)C1=O)NCc1cccnc1	nt	nt	-5	nt	-3	0	nt
O=C(O)c1ccc(Nc2nc(-c3ccc([N+](=O)[O-])cc3)nc3ccccc23)cc1	-1	-1	24*	12	4	0	-1
Cc1nn(C)c(C)c1S(=O)(=O)Nc1ccc2c(c1)OCO2	24	2	nt	6	10	nt	6
CCOc1ccc(OCC)c(NC(=O)CC2Oc3ccc(C)cc3NC2=O)c1 (configuration not stated)	-5	-5	-5	nt	-4	4	4

Overlap with the part before: 5 compounds, then new ones.
SMILES	esBAF inh	Cneo AK release	SIRT5 block	miR-122 sensor	ARNT-TACC3 inh	ERp5 inh	Statin myotox sup
O=C(COC(=O)C1CCN(S(=O)(=O)c2cccc3cccnc23)CC1)c1ccccc1	-3	0	-5	-4	5	-1	-6
O=C(CCN1C(=O)c2cccc3cccc(c23)C1=O)NCc1cccnc1	nt	nt	-5	nt	-3	0	nt
O=C(O)c1ccc(Nc2nc(-c3ccc([N+](=O)[O-])cc3)nc3ccccc23)cc1	-1	-1	24*	12	4	0	-1
Cc1nn(C)c(C)c1S(=O)(=O)Nc1ccc2c(c1)OCO2	24	2	nt	6	10	nt	6
CCOc1ccc(OCC)c(NC(=O)CC2Oc3ccc(C)cc3NC2=O)c1 (configuration not stated)	-5	-5	-5	nt	-4	4	4
Cc1ccc[n+](Cc2ccc([N+](=O)[O-])cc2)c1	nt	nt	-1	nt	-3	2	nt
O=C(CCSCc1ccccc1F)NCCc1ccccc1	5	0	-2	-2	1	-1	5
O=C(C[C@@H]1C=C[C@H](NC(=O)Nc2ccc3c(c2)OCO3)[C@@H](CO)O1)NCc1ccccc1	-5	-5	-2	nt	-7	0	11
C[C@H](CO)N1C[C@H](C)[C@@H](CN(C)C(=O)c2ccccc2)Oc2ncc(-c3ccc(C#N)cc3)cc2C1=O	4	-3	-13	-6[16.7 µM]	-13	-5	2
C=CCNC(=O)COC(=O)c1cccnc1Nc1ccccc1F	3	-1	0	-5	5	2	7
C[C@H](CO)N1C[C@H](C)[C@H](CN(C)S(=O)(=O)c2ccc(Cl)cc2)Oc2ccc(NS(=O)(=O)c3ccccc3)cc2C1=O	1	nt	nt	0[16.7 µM]	nt	nt	36
COC(=O)c1ccc(CN(c2ccccn2)S(=O)(=O)c2ccccc2)cc1	1	1	nt	18	-4	nt	3
COCC(C)n1c(C)cc(C(=O)COC(=O)c2cccn2C)c1C (configuration not stated)	-58	-7	-3	0	-2	-2	-9
Cc1ccc(-c2csc(Cc3nc(-c4ccc5c(c4)CCC(=O)N5)cs3)n2)cc1	2	0	0	1	8	1	11
CC(C)c1nc2oc3c(NCc4cccnc4)ncnc3c2c2c1CCC2	4	1	nt	9	-4	nt	-40
COc1ccc2nc(C)cc(NCc3cccc(C(F)(F)F)c3)c2c1	-10	2	-8	nt	6	-3	-123
COc1cccc(C(=O)N2C[C@H]3[C@@H](c4ccccc42)[C@H](CO)N3Cc2ccccc2Cl)c1	3	-4	4	7[16.7 µM]	0	3	1
Cc1ccc(-c2nn3c(C)nnc3s2)cc1NCc1c(F)cccc1Cl	-15	-1	nt	-1	-22	nt	-78
COCCN(C(=O)c1ccc(N2C(=O)c3ccccc3C2=O)cc1)c1c(N)n(CC(C)C)c(=O)[nH]c1=O	-2	1	-1	-2	nt	2	-1
COc1cccc(NC(=O)CN(C)C(=O)CCC(=O)c2cc(C)sc2C)c1	4	nt	-2	8	3	1	14
CCc1ccc(CNc2ccc3c(c2)ncn3CC)cc1	75*	11	-4	2	9	1	-2
O=C(Cn1cnc2ccccc21)Nc1cccc([N+](=O)[O-])c1	nt	nt	-3	nt	0	3	nt
O=C(Cc1c(O)c2ccccc2[nH]c1=O)NCc1ccc(F)cc1	-6	-3	nt	-6	nt	nt	12
Cc1cccc(-c2c3c(nc4c2c(=O)n(C)c(=O)n4C)-c2ccccc2C3O)c1 (configuration not stated)	-8	-5	-1	5	1	-4	11
O=C(C1CC1)N1C[C@@H]2[C@H](c3ccccc31)[C@H](CO)N2C(=O)c1ccccn1	-1	0	0	5[16.7 µM]	3	4	-3
Cc1ccc(CNC(=O)CNS(=O)(=O)c2cccc3nsnc23)cc1	13	-2	nt	0	-7	nt	101*
Nn1c(SCC(=O)Nc2ccccc2Br)nnc1-c1ccco1	2	3	1	0	3	nt	-20
C[C@H]1CN([C@@H](C)CO)C(=O)c2cc(NC(=O)CCN3CCOCC3)ccc2O[C@H]1CN(C)Cc1ccc(-c2ccccc2)cc1	-5	2	-3	-5[16.7 µM]	-5	4	10
COc1ccc(-c2nnc(SCCc3ccccc3)n2N)cc1	13	1	nt	-3	1	nt	-18
CCOC(=O)CNC(=O)c1ccc2[nH]c3c(c2c1)CCCC3	2	0	-7	-2	5	1	8
O=C(CC12CC3CC(CC(Br)(C3)C1)C2)NC1=NCCS1	-1	7	1	-7	10	2	23
Cc1ccc2c(cnn2C(=O)CCC(=O)NC2CCCC2)c1	-2	3	-1	-2	11	6	3
Nc1cc(=O)[nH]c(SCCSc2ccc(F)cc2)n1	5	0	-1	-9	-6	-5	18
COc1ccc(C(=O)c2nc3c(n2O)CCCCC3)cc1	28	1	nt	3	11	nt	0
CCCN1Cc2cccc(C(=O)NCc3ccccc3)c2C1=O	1	3	nt	5	-22	nt	32
O=C(OC1CSc2nc3ccccc3n2C1)c1ccco1 (configuration not stated)	-7	7	nt	-3	-2	nt	-2
C=CCn1c(SCC(=O)NC2CCCC2)nnc1-c1cccnc1	nt	0	4	nt	nt	2	nt
CCOc1ccc(NC(=O)/C=C/c2ccccc2)c([N+](=O)[O-])c1	nt	nt	7	nt	2	-4	nt
COc1ccc(S(=O)(=O)N(C)C[C@H]2Oc3ccc(NC(=O)NC4CCCCC4)cc3CC(=O)N([C@@H](C)CO)C[C@@H]2C)cc1	1	-3	4	-3[16.7 µM]	-2	4	6
Cc1[nH][nH]c(=O)c1C(c1ccc(Br)cc1)c1c(C)[nH][nH]c1=O	-7	-3	3	3	11*	1	-12
O=C(NCCc1ccccc1)[C@@H]1[C@@H](CO)[C@@H]2Cn3c(cccc3=O)[C@H]1N2Cc1ccccn1	-2	2	-8	nt	13	-6	-7
Cc1oc(-c2cccc(Cl)c2)nc1CS(=O)(=O)CC(=O)NC1CC1	-2	2	-4	-4	-6	1	3
CCc1ccc(OCC(=O)Nc2ccc3oc(=O)ccc3c2)cc1	6	-2	-1	-2	-8	0	-2
Cc1noc(C)c1S(=O)(=O)Nc1ccc2c(c1)C(=O)N([C@H](C)CO)C[C@H](C)[C@H](CN(C)Cc1ccncc1)OCCCC[C@H](C)O2	-7	2	-4	6[16.7 µM]	-9	6	nt
CSCCC(NC(=O)c1ccccc1Br)C(=O)NNC(=O)c1ccco1 (configuration not stated)	-2	-1	-4	3	-14	5	-5
CCNS(=O)(=O)c1ccc(C(=O)OCc2cc(=O)oc3cc(OC)ccc23)cc1	4	-3	nt	nt	14	2	-6
CC1(C(=O)NCc2ccccc2Br)CCN1Cc1ccc(-c2ccccc2)o1 (configuration not stated)	-2	0	nt	6	nt	2	-12
CCOc1ccc(S(=O)(=O)N2CCCCC2)cc1NC(=O)Cc1cccc(C(F)(F)F)c1	9	-1	-7	-2	-5	1	-31
C[C@H](CO)N1C[C@H](C)[C@@H](CN(C)Cc2ccncc2)Oc2c(NC(=O)CCC(F)(F)F)cccc2C1=O	-9	-1	nt	7	4	nt	2
COc1ccc(C2OC(=O)CC2C(=O)NCc2ccccc2Cl)cc1OC (configuration not stated)	-8	1	0	-2	4	-2	-2
CCC/C=C1/CCCOC(C(=O)NCCNCCO)(C(F)(F)F)C1 (configuration not stated)	12	0	nt	nt	nt	nt	-4
Cc1ccccc1-c1cc(C(=O)NCc2cccc(C(F)(F)F)c2)nn1CC1CC(c2cccc([N+](=O)[O-])c2)=NO1 (configuration not stated)	-3	-4	nt	8	-3	4	28
CC(C)n1ncc2c(C(=O)Nc3ccc(S(C)(=O)=O)cc3)cc(C3CC3)nc21	1	-1	-2	-11	3	-2	16
CCOC(=O)c1sc(-c2ccccc2)cc1N	67*	-1	nt	5	13	nt	7
CCCCC(=O)NC(NC(=O)CCCC)c1ccc(OCCC)c(OC)c1	-6	0	nt	1	-2	nt	5
OC(c1ccc(F)c(F)c1)c1nc(-c2cccc3cccnc23)cs1 (configuration not stated)	12	2	-2	-1	nt	-1	-2
COc1ccc(-c2noc(CN(C)S(=O)(=O)c3ccc(C)cc3)n2)cc1	-8	0	nt	-1	-2	nt	nt
O=C(NCc1cccnc1)NC1(c2ccccc2)CC1	2	-1	12	1	21	-2	-10
C/C=C/c1ccc([C@H]2[C@@H](CO)N(C(=O)C3CC3)[C@H]2CN(C)C(=O)C2CC2)cc1	4	-2	nt	7[16.7 µM]	-1	nt	15
N#C[C@@H]1N[C@@H](CO)[C@@H]1c1ccc(-c2cccc(F)c2)cc1	-1	-3	4	nt	-24	3	-7
COc1ccccc1CNC(=O)C[C@@H]1C=C[C@H](NC(C)=O)[C@H](CO)O1	4	0	4	nt	-8	-14	-1
S=C(c1cn(Cc2ccc(Br)cc2)c2ccccc12)N1CCOCC1	-5	1	nt	12	nt	nt	-6
N#C[C@H]1[C@H](c2ccc(-c3cccc(F)c3)cc2)[C@H](CO)N1C(=O)NC1CCCC1	5	-1	nt	nt	-3	-4	7
C=CCN(c1ccc(C(=O)NCCSc2ccccc2)cc1)S(C)(=O)=O	24	0	1	-4	-8	1	-6
COc1cc(NS(=O)(=O)c2ccc3c(c2)oc(=O)n3C)cc(OC)c1OC	-34	0	nt	68	1	3	-15
